Screens from PubChem.
UPR XBP1 act: activators of adaptive arm of unfolded protein response (XBP1). CHO-XBP1 luciferase reporter, IRE1-XBP1 UPR activation, luminescence; percent of tunicamycin response, DMSO as zero. activation, % at 20 µM. 330,000 tested, 0.33% active. AID 463104;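 active = versus positive control, 20 µM dose yields 30% or more activation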;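 note: 100% = tunicamycin at 10 µg/mL and 0% = DMSO only wells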
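Material: CHO cell line with stable XBP1 luciferase reporter; buffer or medium: F12 medium containing 10% fetal bovine serum; compound: single point, 20 µM final compound, 1% DMSO; incubation: 6 h treatment, 37 °C; measured by: glow luminescence from Steady-Glo reagent; evaluation: activation, % of tunicamycin; control set: tunicamycin high, DMSO low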
TIM10 inh: TIM10 yeast growth inhibition | 330,000 tested, 1.4% active | inhibition, % at 10 µM | S. cerevisiae TIM10 strain growth, BacTiter-Glo luminescence, 24 h;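 active = inhibition of 40% or more at the single tested concentration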;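 note: wild-type TIM10 isogenic control strain grown at permissive 25 °C; 0% = DMSO yeast wells and 100% = minimal medium wells without yeast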
tim10-1 inh: inhibits growth of tim10-1 mutant yeast; S. cerevisiae tim10-1 ts strain growth, BacTiter-Glo, 24 h; inhibition, % at 20 µM; 330,000 tested, 2.2% active;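 active = inhibition of at least 40%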;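 note: mutant grown at 25 °C; 0% = DMSO wells with yeast and 100% = wells holding no yeast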
tim23-1 inh: growth inhibitors of tim23-1 mutant yeast. S. cerevisiae tim23-1 growth, BacTiter-Glo luminescence, 24 h. inhibition, % at 20 µM. 330,000 tested, 1.3% active;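 active = growth inhibition of the mutant yeast at or above 50%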;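 note: temperature-sensitive mutant grown at 25 °C; plate controls were DMSO-treated mutant yeast for no effect and medium wells lacking yeast for full effect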
CHOP UPR activ: apoptotic UPR (CHOP) activation; CHO-CHOP luciferase reporter, luminescence; percent of tunicamycin response over DMSO baseline; activation, % at 10 µM; 330,000 tested, 0.34% active; AID 449763;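 active = at 10 µM dose, activation of 40% or more, normalized to positive control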;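 note: 100% = tunicamycin at 10 µg/mL and 0% = DMSO alone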
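Dosing – one dose, 10 µM in 0.5% DMSO · System – CHO-CHOP cells, stable luciferase reporter of PERK-eIF2a-CHOP signalling · Input – 500 cells/well · Control set – tunicamycin 10 µg/mL final as positive, DMSO-only wells as negative · Timing – 6 h compound treatment, 37 °C · Measure – % activation vs tunicamycin · Technique – luminescence read with Steady-Glo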
APJ agonist: activates the human apelin receptor APJ; P35414; CHO-K1 APJ PathHunter beta-arrestin, luminescence; 0% DMSO wells, 100% apelin; activation, % at 20 µM; 330,000 tested, 0.11% active;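 active = activation more than six SD over the plate average, tested at 20 µM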;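 note: 0% = DMSO alone and 100% = apelin-13 at 10 nM; some results filed as inactive read as strong as hits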
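assay system = CHO-K1 APJ beta-arrestin complementation cell line | input = cell density 1000 per well | dosing = compound 20 µM once, DMSO 1% | timing = compound 90 min 25 °C, reagent 1 h | measured by = luminescence from split beta-galactosidase complementation, Galacton Star/Emerald II substrate | read-out basis = APJ agonist activity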
NLRP3 yeast inh: inhibitors of NALP3 inflammasome in yeast | 330,000 tested, 0.39% active | Yeast reconstituted NLRP3/ASC/caspase-1, beta-gal luminescence, 24 h | inhibition, % at 10 µM;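 active = inhibition of 50% or more; inactive = inhibition below 50%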;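 note: plate controls were induced DMSO wells for no effect and uninduced yeast grown without galactose for full effect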
Mdm2 MdmX PPI: human Mdm2/MdmX binding inhibition | SaOS-2 split-luciferase Mdm2/MdmX complementation, luminescence | inhibition, % at 8 µM | O15151+Q00987 | 330,000 tested, 3% active;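 active = inhibition of at least 50% at 8 µM in the primary screen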
Target sequence (O15151 whole entry, looked up): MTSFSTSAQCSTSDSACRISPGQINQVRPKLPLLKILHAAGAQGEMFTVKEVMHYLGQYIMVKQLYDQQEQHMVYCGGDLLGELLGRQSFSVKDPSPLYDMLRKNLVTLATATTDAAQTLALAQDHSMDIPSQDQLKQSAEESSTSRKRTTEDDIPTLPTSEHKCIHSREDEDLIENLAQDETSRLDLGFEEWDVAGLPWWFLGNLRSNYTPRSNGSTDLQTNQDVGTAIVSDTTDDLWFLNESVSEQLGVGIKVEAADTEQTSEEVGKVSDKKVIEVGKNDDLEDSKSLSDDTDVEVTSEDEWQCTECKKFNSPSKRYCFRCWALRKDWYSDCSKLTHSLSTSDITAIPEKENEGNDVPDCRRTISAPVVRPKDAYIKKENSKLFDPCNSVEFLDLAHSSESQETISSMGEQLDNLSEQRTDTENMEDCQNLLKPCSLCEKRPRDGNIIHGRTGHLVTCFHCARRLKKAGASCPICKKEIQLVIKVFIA
Target sequence (Q00987 whole entry, looked up): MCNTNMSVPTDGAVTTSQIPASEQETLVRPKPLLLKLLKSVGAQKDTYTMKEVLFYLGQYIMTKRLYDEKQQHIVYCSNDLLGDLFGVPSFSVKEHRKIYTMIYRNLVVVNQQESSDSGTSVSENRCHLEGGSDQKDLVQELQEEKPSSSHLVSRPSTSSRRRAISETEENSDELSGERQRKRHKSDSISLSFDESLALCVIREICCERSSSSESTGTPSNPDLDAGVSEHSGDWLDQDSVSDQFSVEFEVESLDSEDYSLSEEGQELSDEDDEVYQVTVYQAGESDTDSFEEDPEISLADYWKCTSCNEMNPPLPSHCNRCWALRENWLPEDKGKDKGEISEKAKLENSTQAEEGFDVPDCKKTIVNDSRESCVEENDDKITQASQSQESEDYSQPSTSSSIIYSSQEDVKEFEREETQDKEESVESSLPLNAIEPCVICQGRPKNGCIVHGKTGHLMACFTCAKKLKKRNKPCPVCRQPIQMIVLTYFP
GRIN3A LBD mod: modulates the human NR3A ligand-binding domain; NR3A LBD differential scanning fluorimetry, Tm shift; 0% = protein alone, 100% = glycine-bound protein; Tm shift relative to glycine control, % at 25 µM; 340,000 tested, 2.5% active;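 active = melting temperature shift of at least 10% of the positive control shift, at one fixed dose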
An asterisk follows results filed as active.

SMILES | UPR XBP1 act | TIM10 inh | tim10-1 inh | tim23-1 inh | CHOP UPR activ | APJ agonist | NLRP3 yeast inh | Mdm2 MdmX PPI | GRIN3A LBD mod
CCC(C(=O)N1CCc2cc(OC)c(OC)cc2C1)c1ccccc1 (stereo unspecified) | -2 | -9 | 19 | 13 | -0.9 | 16 | -6 | -18 | 2
O=C(O)CCCCCCCCCC(=O)c1cccs1 | -5 | 19 | 20 | 14 | -1.3 | -4 | 20 | 38 | -2
O=C(NC1CCCCCCC1)c1ccc(F)c(S(=O)(=O)N2CCOCC2)c1 | -2 | 2 | 4 | 12 | 3.0 | -4 | 15 | -23 | -1
O=C(CSCc1nc2ccccc2[nH]1)N1CCN(c2cccc(Cl)c2)CC1 | -1 | 3 | 38 | 33 | 2.0 | 2 | 0 | 3 | -2
COc1ccc2oc(C(=O)OCC(=O)Nc3ccc(OC)c(S(N)(=O)=O)c3)c(C)c2c1 | -5 | 7 | -16 | -6 | 1.8 | 4 | 17 | 1 | 0
CC(C)(C)c1ccc(OCC(=O)NNC(=O)Nc2ccccc2)cc1 | -5 | 3 | 17 | 13 | -1.2 | -6 | 8 | 41 | -1
Cc1ccc(N(Cc2cc3ccc(C)cc3[nH]c2=O)S(=O)(=O)c2ccccc2)c(C)c1 | -4 | -6 | 3 | 14 | 4.5 | 1 | 8 | 10 | 0
CC(=NCc1cccc(Cl)c1)c1nc(-c2ccco2)oc1O | 0 | 19 | 39 | 44 | 4.5 | -1 | 0 | 6 | -1
Cc1onc(-c2ccccc2Cl)c1C(=O)N1CCCCCC1 | 1 | 13 | 13 | 7 | -1.2 | -1 | 2 | 20 | -1
CC1(C)Cc2c(C#N)c(NCc3ccco3)nc(-c3ccco3)c2CO1 | -3 | -4 | 16 | 11 | 3.1 | 1 | 14 | 3 | -1

Fetched by structure from the list above, five records:
SMILES | UPR XBP1 act | TIM10 inh | tim10-1 inh | tim23-1 inh | CHOP UPR activ | APJ agonist | NLRP3 yeast inh | Mdm2 MdmX PPI | GRIN3A LBD mod
O=C(NC1CCCCCCC1)c1ccc(F)c(S(=O)(=O)N2CCOCC2)c1 | -2 | 2 | 4 | 12 | 3.0 | -4 | 15 | -23 | -1
CC(=NCc1cccc(Cl)c1)c1nc(-c2ccco2)oc1O | 0 | 19 | 39 | 44 | 4.5 | -1 | 0 | 6 | -1
CC(C)(C)c1ccc(OCC(=O)NNC(=O)Nc2ccccc2)cc1 | -5 | 3 | 17 | 13 | -1.2 | -6 | 8 | 41 | -1
Cc1ccc(N(Cc2cc3ccc(C)cc3[nH]c2=O)S(=O)(=O)c2ccccc2)c(C)c1 | -4 | -6 | 3 | 14 | 4.5 | 1 | 8 | 10 | 0
Cc1onc(-c2ccccc2Cl)c1C(=O)N1CCCCCC1 | 1 | 13 | 13 | 7 | -1.2 | -1 | 2 | 20 | -1

The results go on.
SMILES | UPR XBP1 act | TIM10 inh | tim10-1 inh | tim23-1 inh | CHOP UPR activ | APJ agonist | NLRP3 yeast inh | Mdm2 MdmX PPI | GRIN3A LBD mod
COc1ccc(C(=O)COc2ccc3ccc(=O)oc3c2)cc1 | -1 | -5 | 4 | 5 | 2.3 | -1 | 17 | 2 | -2
CCN1C(=O)c2cccc3c(NC(=O)c4ccc(S(=O)(=O)N5CCOCC5)cc4)ccc1c23 | 2 | 1 | 13 | 3 | 2.0 | -2 | 15 | 51* | -3
COc1ccccc1CCCNC(=O)C1CCC(=O)N(Cc2ccccc2F)C1 (stereo unspecified) | 4 | -3 | 6 | -2 | 4.3 | -2 | 13 | -55 | 0
CC1=C(C(=O)OCC2CCCO2)C(c2ccc(C)cc2)C2=C(CCCC2=O)N1 (stereo unspecified) | 0 | 6 | 6 | 10 | 1.0 | -3 | -4 | -9 | 0
CCN1C(=O)CC(NNC(=O)c2ccc(Cl)cc2)C1=O (stereo unspecified) | 1 | -10 | 2 | 7 | -1.8 | -3 | 5 | 3 | 2
O=C(N/N=C/c1ccc(Br)s1)c1cccnc1 | 0 | 6 | 19 | -9 | 2.9 | -3 | 13 | 19 | -3
CC(=O)c1ccc(OCc2cc(C(=O)N3CCC(c4ccncc4)CC3)no2)cc1 | -3 | 5 | 44* | 1 | 1.1 | 4 | 17 | 19 | -1
C/C(CC(=O)Nc1cccc2c1CCCC2)=N\NC=O | 0 | 12 | 13 | 1 | -0.2 | -3 | 11 | 4 | -4
O=C(COC(=O)Cc1c[nH]c2ccccc12)NC1CCCCC1 | -3 | 1 | 9 | 12 | -0.3 | 0 | 16 | -3 | -2
CC[C@@H](C)[C@@H]1CN([C@@H](CN2CCC[C@H]2CN2C(N)=NC[C@H]2CC(C)C)C(C)C)C(=N)N1CCCC1CCCC1 | -2 | 13 | -9 | -3 | 1.8 | -2 | 10 | -9 | 0
O=c1c2sc3nc(N4CCOCC4)c4c(c3c2ncn1-c1ccccc1)CCCC4 | 7 | 16 | 10 | 2 | -0.9 | -1 | 5 | 26 | -2
O=C(CCl)NN1C(=O)NC(c2ccccc2)(c2ccccc2)C1=O | 2 | 1 | -17 | 10 | -0.7 | -1 | 20 | 4 | 1
COc1ccc(S(=O)(=O)Nc2ccc(O)c(Sc3ncn[nH]3)c2)cc1 | -1 | -2 | -15 | 4 | -1.0 | 8 | 17 | 7 | -1
CCOC(=O)CCc1cccc2c1CCC2=O | 7 | 4 | -4 | -11 | -2.0 | -4 | 9 | -6 | 1
Cc1cc(=O)oc2cc(OCC(=O)NC3CCCCC3)c(Cl)cc12 | -1 | -3 | 5 | 11 | 1.1 | 1 | 24 | -28 | 0
COC(=O)c1ccc(NC(=O)CC(=O)Nc2ccc(C(=O)OC)cc2)cc1 | -8 | -7 | 14 | -1 | 0.1 | -3 | 11 | 9 | 0
NS(=O)(=O)c1ccc(CCNS(=O)(=O)c2cccc3nsnc23)cc1 | 10 | -17 | -2 | -2 | -0.8 | -2 | 2 | -14 | -1
COc1c(C)cccc1C(=O)NCc1ccc2c(c1)OCO2 | 0 | -5 | 14 | 6 | 1.7 | -2 | 12 | 5 | -5
O=c1cc(CN2CCN(C/C=C/c3ccccc3)CC2)c2cc(O)ccc2o1 | -2 | -2 | 9 | 16 | -1.3 | 0 | 6 | 27 | -2
O=C(c1csc2c1CCCC2)N1CCN(c2cccc(C(F)(F)F)c2)CC1 | -1 | 30 | 56* | 33 | -0.9 | -6 | -110 | 12 | 2
Cc1ccccc1C(=O)NNC(=O)/C=C/c1ccccc1 | 1 | -8 | 8 | -6 | 1.3 | -2 | 4 | 22 | -1
CCCc1ncc(C(O)c2cccc(OC)c2)n1C (stereo unspecified) | 0 | -41 | -25 | 3 | -0.2 | 0 | 11 | 5 | 0
Cc1noc(C)c1S(=O)(=O)N1CCCC1C(=O)O (stereo unspecified) | -3 | 1 | -12 | 10 | 0.0 | -2 | 18 | -2 | 1
CC(C)Cn1cnc2c1c(=O)n(CC(=O)NC(=O)NC(C)(C)C)c(=O)n2Cc1ccccc1 | 7 | 6 | -20 | 7 | 2.5 | 0 | 23 | 11 | -2
CCOC(=O)c1[nH]c(C)c(CN(CCc2ccc(OC)c(OC)c2)C(=O)CCCC(=O)O)c1C | -3 | 5 | 15 | 1 | -3.0 | 2 | 21 | 8 | 15*
O=c1oc2ccccc2cc1-c1csc(NN=C2CCCCC2)n1 | 2 | 22 | -43 | 26 | 2.8 | -1 | 9 | -18 | -2
N/C(=N\S(=O)(=O)c1cccs1)c1ccccc1 | -1 | -1 | 6 | -2 | 0.3 | -2 | 14 | 27 | -3
CN1C(=O)C(C)(C)c2cc(S(=O)(=O)NCC(=O)NCc3ccccc3)ccc21 | -1 | 1 | -5 | 16 | 1.2 | -2 | 5 | 0 | -1
FC(F)(F)c1cnc2c(c1)[nH]c(=S)n2-c1ccc(Cl)cc1 | -4 | 19 | 28 | 11 | -1.5 | -3 | -11 | 26 | 2
CCCCN(C(=O)CCCc1nc2ccccc2s1)c1c(N)n(CC(C)C)c(=O)[nH]c1=O | 2 | -2 | 7 | 19 | 2.2 | -2 | 34 | 5 | 0
COc1ccccc1NC(=O)Cn1c(=O)n2nc(C)nc2c2ccccc21 | 2 | -3 | -9 | -3 | -1.8 | -3 | 4 | 29 | -2
CCC1=NN(C(=O)c2ccc(Br)cc2)C(O)(c2ccccc2)C1 (stereo unspecified) | 1 | 12 | 27 | 36 | -1.3 | -5 | 43 | 26 | -12
CCc1ccc(OCC(=O)NNC(=O)CSc2nnc(-c3ccc(C)cc3)n2C)cc1 | 2 | 5 | 6 | 6 | 0.2 | -3 | 4 | 5 | -4
CCOC(=O)c1ccc(-n2c(C)ccc2C)cc1 | 0 | 15 | 8 | 27 | 2.1 | -3 | 3 | 4 | -5
Cc1ccc(NC(=O)CSc2nc3nc(C)c(Br)cc3[nH]2)cc1F | -2 | 5 | 18 | 10 | -0.6 | -3 | 12 | -19 | 14*
O=C(NCc1ccco1)c1ccc(Cl)c(S(=O)(=O)N2CCOCC2)c1 | -1 | 3 | 13 | 4 | 0.8 | -5 | 3 | 10 | -1
CC1CN2C(c3ccc([N+](=O)[O-])cc3)=CSC2=N1 (stereo unspecified) | -5 | -9 | 9 | 8 | -0.2 | -1 | 20 | 26 | 1
COc1ccc2oc(=O)c(-c3nnc(NCc4ccco4)s3)cc2c1 | 1 | 40 | 14 | 16 | 5.7 | -2 | 6 | -3 | 0
CCC(C)[C@H](N)c1nnc(SCC(=O)c2ccc(Cl)cc2)o1 (stereo partly specified) | 0 | 5 | 14 | 13 | -0.2 | 2 | 23 | 23 | 2
CS(=O)(=O)Nc1ccccc1C(=O)Nc1cc2c(cc1C(=O)O)OCCCO2 | -2 | -2 | 1 | 14 | 6.1 | -3 | 3 | 16 | -2
CC(C)c1ccc(-c2csc3ncnc(N4CCN(C)CC4)c23)cc1 | 1 | 22 | 12 | 37 | -2.0 | -4 | 13 | 58* | -3
CS(=O)(=O)N(CC(=O)N1CCN(c2ccccc2F)CC1)C1CCCCC1 | -1 | 3 | 5 | 4 | 0.0 | -4 | 7 | -1 | 0
CCCCCCCCNC1=CC(=O)CC(C)(C)C1 | 3 | -14 | 3 | 5 | -0.4 | -4 | 24 | 13 | -1
Cn1c(SCc2ccccc2F)nnc1-c1ccccn1 | 1 | 0 | 23 | 12 | 4.4 | -5 | 6 | -32 | -2
COc1ccc(C(=O)NCC(c2cccnc2)N2CCN(c3ccccc3OC)CC2)cc1OC (stereo unspecified) | -2 | 4 | 1 | 4 | -0.8 | -2 | 9 | -21 | -3
CC1CCC(NC(=O)CNC(=O)c2cccs2)CC1 (stereo unspecified) | -5 | -6 | -1 | -4 | 1.2 | -6 | 16 | -18 | 0
COCCOc1cc(N)c(Cl)cc1Cl | -4 | -33 | -1 | 15 | -0.2 | 0 | 21 | 2 | -1
O=C(NCCNC(=O)c1ccc(F)cc1)c1ccc(F)cc1 | -3 | 10 | 0 | -8 | 3.3 | -1 | 0 | -15 | -1
O=C(c1c[nH]c2ccccc2c1=O)N1CCCCCC1 | -1 | -22 | 21 | -9 | -0.2 | -2 | 13 | 17 | 0
CCC1CC2CC(NC(C)=O)C1C2 (stereo unspecified) | -2 | 3 | 0 | 13 | 1.6 | -2 | -3 | 18 | -2
